Tat transport – inhibitors of E. coli Tat protein transport. AID 488895. E. coli MC4100 TorA-mCherry Tat export, fluorescence. inhibition, % at 10 µM. 340,000 tested, 0.036% active;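 active = mean replicate inhibition at least 50% and at least half of replicates individually reaching 50%; inconclusive = only one of the two criteria met; inactive = neither criterion met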;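 note: exported cargo escapes ClpAP degradation while cytoplasmic cargo is degraded and loses fluorescence; 0% = median of neutral control wells and 100% = median of NaSCN control wells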
AddAB inh – less growth of phage-infected E. coli with AddAB; 330,000 tested, 0.29% active; E. coli expressing H. pylori AddAB, absorbance growth; inhibition, % at 11.9 µM; in the data active = inhibition above about 12%;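 note: 0% = vehicle wells of infected cells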
CAL PDZ FP-1 – inhibitors of human CAL PDZ peptide binding | Q9HD26 | purified CAL PDZ, TMR-peptide fluorescence polarization, 1 h | 330,000 tested, 0.02% active | inhibition, % at 20 µM | AID 504414;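 active = highest replicate inhibition of at least 40%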;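 note: plate controls were DMSO neutral control wells for no effect and unlabeled competitor peptide control wells for full effect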
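Material: tagged CAL PDZ domain; buffer or medium: 25 mM sodium phosphate pH 7.4, 150 mM NaCl, TCEP, IgG, Thesit; compound dosing: single point, 20 µM; schedule: 1 h incubation at room temperature before polarization reading; measured by: FP readout, S and P plane fluorescence; read-out basis: percent inhibition from loss of millipolarization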
MITF TRPM1 HTS – increases MITF-driven TRPM1 promoter luciferase signal; SK-MEL-5 TRPM1-promoter luciferase, 24 h; % of positive control, neutral wells = 0; activation, % at 12.5 µM; 300,000 tested, 0.75% active; AID 588334;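 active = mean activation of at least 80% with every replicate also reaching 80%; inconclusive = mean reaches 80% but some replicate falls short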;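 note: 0% = neutral control wells and 100% = parthenolide positive control wells; values of inactives mirror those of a sister screen read the other way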
Ecoli viability – counter-screen for AddAB inhibitors: E. coli growth inhibition; E. coli V3065 growth, OD600 absorbance, 18 h; AID 449728; inhibition, % at 11.9 µM; 330,000 tested, 0.27% active;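 active = inhibition above the campaign's mean inhibition across all tested compounds plus 3 SD, cut at about 9.9% in these data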;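 note: uninfected addAB+ strain grown without phage in ampicillin broth; 0% = DMSO wells and 100% = ciprofloxacin 0.95 µg/ml wells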
SR-BI uptake up – enhances SR-BI lipid uptake from DiI-HDL. CHO ldlA[mSR-BI] cells, DiI-HDL uptake fluorescence, 3 h; 100 = double the neutral-control signal. activation, % at 12.5 µM. 320,000 tested, 0.096% active. AID 504775;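 active = mean replicate activation of at least 60% and every replicate at or above 60%; inconclusive = mean or all-replicate condition met, but not both; inactive = mean below 60% and not all replicates reaching 60%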;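 note: 0% = median plate neutral-control signal and 100% = twice that signal; values of inactives mirror those of a sister screen read the other way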
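System: CHO ldlA[mSR-BI] cells / Medium: HEPES-buffered (25 mM, pH 7.4) F12 plus 0.5% BSA / Probe or stimulus: labelled HDL, 10 µg/mL / Doses: single compound concentration, delivered by pin transfer / Schedule: 3 h, 37 °C / Measured by: DiI fluorescence, bottom read / Measure: cell-associated DiI fluorescence as measure of HDL uptake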
Wnt bcat act – activators of Wnt/beta-catenin signaling; 300,000 tested, 1.2% active; activation, % at 9.35 µM; Wnt/beta-catenin reporter cell assay, activator, plate reader; AID 743398; in the data active = activation above about 30%, passing the limit was not always enough; inconclusive = no clear call, values can overlap the other calls;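 note: 0% = neutral control wells and 100% = positive control wells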
CAL PDZ FP-2 – inhibitors of human CAL PDZ peptide binding. purified CAL PDZ, TMR-peptide fluorescence polarization, 1 h. 300,000 tested, 0.92% active. Q9HD26. inhibition, % at 24.9 µM. AID 602252;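 active = mean inhibition of at least 30% with at least half of replicates also reaching 30%; inconclusive = no clear call, values can overlap the other calls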;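 note: 0% = DMSO neutral control and 100% = excess unlabeled competitor peptide PRC23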
phage Ecoli inh – E. coli growth loss with phage present. growth absorbance. inhibition, % at 11.9 µM. 360,000 tested, 0.26% active. AID 651602; in the data active = inhibition above about 11%
SR-BI DiI inh – blocks mouse SR-BI lipid uptake from DiI-HDL; ldlA[mSR-BI] CHO cells, DiI-HDL uptake fluorescence, 3 h; inhibition, % at 12.5 µM; 320,000 tested, 0.96% active; AID 488896;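 active = mean replicate inhibition of at least 70% and a set share of replicates each scoring 70 or more; inconclusive = meets just one of the two criteria; inactive = fails both criteria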;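 note: 0% = median of neutral control wells and 100% = median of positive control wells; values of inactives mirror those of a sister screen read the other way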
Target sequence (Q61009 whole entry, looked up): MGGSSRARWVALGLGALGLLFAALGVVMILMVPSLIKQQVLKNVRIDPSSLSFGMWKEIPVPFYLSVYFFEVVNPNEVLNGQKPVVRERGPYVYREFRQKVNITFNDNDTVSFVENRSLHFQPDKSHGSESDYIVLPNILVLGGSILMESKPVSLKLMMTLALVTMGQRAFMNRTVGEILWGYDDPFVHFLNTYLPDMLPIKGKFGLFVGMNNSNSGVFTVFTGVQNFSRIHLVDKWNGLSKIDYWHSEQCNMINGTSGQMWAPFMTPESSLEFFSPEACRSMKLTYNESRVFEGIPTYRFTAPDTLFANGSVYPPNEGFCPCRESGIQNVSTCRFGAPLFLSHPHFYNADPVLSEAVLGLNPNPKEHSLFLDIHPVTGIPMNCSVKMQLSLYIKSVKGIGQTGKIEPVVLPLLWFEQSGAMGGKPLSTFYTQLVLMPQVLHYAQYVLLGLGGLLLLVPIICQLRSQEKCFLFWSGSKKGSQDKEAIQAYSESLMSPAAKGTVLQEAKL
An asterisk follows results filed as active; ? = inconclusive; . = not tested or not shown.

SMILES	Tat transport	AddAB inh	CAL PDZ FP-1	MITF TRPM1 HTS	Ecoli viability	SR-BI uptake up	Wnt bcat act	CAL PDZ FP-2	phage Ecoli inh	SR-BI DiI inh
CCC(=O)c1c(NC(C)C)cc(C)oc1=O	-3	-0.2	-0.3	-6	0.4	-5	-1	-6	-0.7	5
Cc1c(C(=O)OC(C)C)sc(NC(=O)C2CCCO2)c1C(=O)OC(C)C (centres undefined)	-13	0.4	-0.8	20	3.6	-19	-3	-4	2.7	19
O=C(OC(C(=O)NCc1ccccc1)c1ccccc1F)c1ccco1 (centres undefined)	-7	1.1	-2.7	-5	-2.3	11	1	-5	0.7	-11
CCNc1nc(Oc2ccccc2)nc(OC(C)C(=O)OCC)n1 (centres undefined)	-6	0.8	0.4	8	-4.5	2	1	0	1.1	-2
CCS(=O)(=O)N1N=C(c2ccc(NS(C)(=O)=O)cc2)CC1c1ccccc1 (centres undefined)	-14	3.9	-2.7	14	1.6	15	-3	-1	1.8	-15
COC(=O)c1ccc(CN2CCC(CO)(Cc3ccc(OC)cc3)CC2)cc1	19	1.4	-0.9	17	-0.4	-1	-1	-5	0.8	1
CC1=[N+](C)c2c(ccc3cccnc23)C1(C)C	-100	.	-4.7	27	.	97*	-6	19	5.0	-97
COC(=O)c1ccccc1NC(=O)C1CCN(C(=O)N2CCOc3ccccc32)CC1	-5	-2.2	-3.4	-2	1.4	-28	-3	.	1.8	28
CCCOc1ccccc1N/C(=N/c1nc(C)cc(C)n1)NC(=O)Nc1ccc(Cl)cc1	-5	5.3	-1.8	5	2.0	.	.	-3	3.3	.
Cc1cccc(N(C(=O)CNC(=O)c2ccco2)C(C(=O)NC2CCCC2)c2ccncc2)c1 (centres undefined)	1	0.3	-3.5	-14	-1.1	40	.	-3	0.5	-40
CCC(C)(C)NC(=O)CN(C(=O)c1csnn1)c1cccc2c1CCCC2	0	0.1	-0.9	2	-1.9	-8	-3	-7	1.4	8
N#CCCN(C(=S)NC(=O)C1CCCCC1)c1ccccc1F	-4	-1.2	-0.4	-6	-0.4	15	-2	0	-0.6	-15
CC(C)(C)NC(=O)c1ccc(NC(=O)C2COc3ccccc3O2)cc1 (centres undefined)	-5	-8.7	-2.2	7	-3.1	-12	7	-7	3.1	12
COc1cc(NS(=O)(=O)N2CCCC2)cc(OC)c1OC	3	0.3	-1.8	7	-0.4	-70	.	0	1.5	?
O=C(Nc1ccc(Br)cc1)c1ccco1	2	1.7	-3.1	91*	2.4	2	23	3	4.4	-2
O=C(CCc1nnc(-c2ccccc2)o1)c1ccc(Cl)cc1	28	-0.1	-3.1	3	0.7	.	-2	0	0.1	.
N#Cc1cc(C#N)c(SCC(=O)NCC2CCCO2)nc1N (centres undefined)	2	2.1	-1.4	-1	-0.3	.	-2	.	0.1	.
O=C(Nc1ccc(-c2cnco2)cc1)c1ccccc1	-4	0.1	-1.3	86*	2.4	-9	21	7	0.4	9
CSc1ccccc1C(=O)NCC(c1ccco1)N(C)C (centres undefined)	9	3.6	-4.7	-6	-1.6	.	-2	-3	2.0	.
CCC(C)N(C(=O)Cn1c(Cl)nc2c1c(=O)n(C)c(=O)n2C)C1CCS(=O)(=O)C1 (centres undefined)	-6	2.1	1.5	8	-0.3	3	-1	0	-0.6	-3
COc1ccc(CNC(=O)CN(c2ccc(OC)cc2)S(=O)(=O)c2c(C)[nH]c(=O)[nH]c2=O)cc1	1	4.0	-0.1	10	-0.3	14	-2	.	0.8	-14
COc1ccc(C)cc1NC(=O)NCCC1=CCCCC1	0	1.5	-2.4	-6	-2.4	-27	0	-4	2.6	27
Cc1ccc(C)c(NC(=S)NNC(=O)c2sccc2C)c1	-3	0.3	-0.6	35	-1.6	.	.	-2	-0.6	.
O=C(Nc1ccc(F)c(F)c1)c1ccc(-n2cncn2)c([N+](=O)[O-])c1	8	-2.6	-0.4	-10	0.9	-17	-2	0	1.5	17
Cn1ncc2c(=O)[nH]cnc21	-3	-0.3	-0.1	-3	-0.3	19	0	-4	4.6	-19
CCN(CC)C(=O)c1ncn(C)c1C(=O)N(CC)CC	-5	4.4	0.7	2	0.4	-7	-3	2	1.4	7
Cc1ccc(S(=O)(=O)N(CC2CO2)c2cc(Cl)ccc2Cl)cc1 (centres undefined)	4	3.0	-1.5	-12	0.1	12	-8	-3	0.0	-12
CC(=O)N1N=C(c2ccccc2)OC1(C)CC(=O)Nc1ccccc1 (centres undefined)	-11	1.9	-0.1	-5	3.0	10	-4	2	3.0	-10
O=c1c2cnn(-c3ccccc3)c2nc(-c2cccs2)n1-c1cccc(Cl)c1	-5	-0.4	-1.0	-12	-3.3	-23	-4	6	2.0	23
CCCNC(=O)NC(C(=O)OC)C12CC3CC(CC(C3)C1)C2 (centres undefined)	-7	3.2	1.4	1	-0.2	16	.	.	-1.3	-16
Cc1ccc(S(=O)(=O)N2CCCN(S(=O)(=O)c3ccc4ccccc4c3)CC2)cc1	-7	-0.7	-0.5	-7	0.9	-36	-4	0	0.9	36
COc1ccc(-n2nc(C(=O)NCC(=O)NCC3COc4ccccc4O3)c3ccccc3c2=O)cc1 (centres undefined)	7	3.0	0.0	-10	-0.1	-41	0	5	1.6	41
CCc1c(C(=O)Nc2ccc(OC)c(Cl)c2)[nH]c(C)c1C(C)=O	1	3.0	-3.3	.	-2.9	-62	.	-3	3.8	62
COc1ccc(CC(NC(C)=O)C(=O)NC2CCN(S(=O)(=O)c3cccc4ccccc34)CC2)cc1OC (centres undefined)	0	-2.5	-1.0	-12	-1.6	-20	.	10	1.8	20
COc1cc2c(cc1OC)CN(C(=O)c1ccc(Br)o1)CC2	-4	2.1	0.0	.	1.4	-7	1	17	-1.6	7
CC(C)(COC(=O)Nc1ccccc1)COC(=O)Nc1ccccc1	4	-3.5	-0.3	14	0.4	-2	3	2	0.3	2
CCn1cc(C(=O)NC2CCCCCC2)c(=O)c2ccc(C)nc21	5	-1.8	0.3	6	-0.9	1	-1	-3	0.2	-1
CCOC(=O)C1CCCN(C(=O)c2cccc(S(=O)(=O)N3CC(C)OC(C)C3)c2)C1 (centres undefined)	19	0.0	0.3	-2	-0.4	1	-3	-1	-0.4	-1
COc1ccc(NC(=O)c2coc(C)c2)cc1	8	4.7	-0.6	.	2.0	.	10	-3	2.3	.
CCC(=C/c1sc2ccc3ccccc3c2[n+]1C)/C=C1\Sc2ccc3ccccc3c2N1C	-3	9.8	2.1	.	5.5	55	-1	-1	-2.3	-55
Cc1ccc(-c2ocnc2C(=O)Nc2ccccc2NC(=O)c2ccccn2)cc1	-1	2.5	-2.2	-8	0.6	-14	-6	-4	0.8	14
Cc1ccoc1C(=O)NCc1occc1C(=O)O	-5	1.0	0.0	.	0.4	23	.	-3	0.9	-23
CN(C)/C=C(\C#N)S(=O)(=O)c1ccc(Cl)cc1	3	1.0	1.0	.	-1.2	0	-2	-2	2.9	0
Cc1ccc(NC(=O)CN2C(=O)NC(Cc3c[nH]c4ccccc34)C2=O)cc1 (centres undefined)	14	1.4	-1.5	-15	-0.2	5	2	-4	3.1	-5
COc1cc(/C=C2/SC(=O)NC2=O)ccc1OC(=O)c1ccco1	-1	-0.5	-0.8	1	-1.4	15	2	5	1.2	-15
CC(C)=CCN1CCN(Cc2ccc(N3CCNC3=O)cc2)CC1CCO (centres undefined)	0	-0.9	-2.0	4	3.0	.	1	-3	1.4	.
CC(C)(C)c1cc(C(=O)N2CCc3ccccc3C2)ccn1	-3	0.0	-0.3	12	-1.7	-7	0	-4	1.4	7
COc1cc(C(=O)N/N=C\c2ccccc2)c([N+](=O)[O-])c(OC)c1OC	-6	1.2	.	.	-2.2	-11	3	2	0.9	11
CCOc1ccc(NC(=O)COC(=O)c2cccnc2)cc1	-1	0.2	-7.1	.	-2.0	-7	2	1	4.0	7
CCOc1ccccc1NC(=O)Nc1cccc(S(N)(=O)=O)c1	.	2.1	.	.	-0.5	.	1	.	-4.2	.
OCCC1CN(Cc2ccc(Oc3ncccn3)cc2)CCN1C1CCCCC1 (centres undefined)	-1	3.5	-1.9	1	0.4	.	0	-1	0.4	.
CSc1nc(NCCN(C)C)c2sc3nc(-c4ccco4)c4c(c3c2n1)CCC4	0	.	-0.8	.	.	23	-19	.	4.7	-23
Cc1cc(C=O)sc1[B-](F)(F)F	-16	.	-1.1	-5	.	12	-3	-5	0.6	-12
CCc1ccccc1NC(=O)c1cc(=O)c2ccccc2o1	-1	3.0	-3.4	4	-0.8	3	5	-2	1.1	-3
NC(=O)c1ccc(N2CCN(c3ccccc3F)CC2)c([N+](=O)[O-])c1	12	1.6	-2.0	-5	-0.7	6	-3	2	1.2	-6
NC1C=CC=C(C(=O)O)C1 (centres undefined)	-9	-0.9	-1.4	5	-2.0	-16	1	0	3.3	16
CSc1nnc(Cc2ccc3c(c2)OCO3)o1	-5	3.3	-0.3	13	-0.8	-7	16	-1	1.1	7
CC(C(=O)NCC1CCCCC1)N1CCN(S(=O)(=O)c2cccs2)CC1 (centres undefined)	-6	.	0.1	9	.	2	-2	-3	3.4	-2
CS(=O)(=O)N(CC(=O)NC1CCCC1)c1ccc(Oc2ccccc2)cc1	5	5.4	-2.0	9	0.8	-1	0	-25	1.3	1
Cc1ccc(OCC(=O)NCCNC(=O)c2ccncc2)cc1	-7	1.1	-2.1	-2	-0.9	23	-2	-2	2.0	-23

Next part
SMILES	Tat transport	AddAB inh	CAL PDZ FP-1	MITF TRPM1 HTS	Ecoli viability	SR-BI uptake up	Wnt bcat act	CAL PDZ FP-2	phage Ecoli inh	SR-BI DiI inh
CCCOC(=O)Nc1nc2ccccc2o1	-7	5.3	-0.3	22	3.5	20	37*	-2	1.7	-20
Cc1ccccc1NC(=S)NC(=O)/C=C/c1ccco1	3	-0.5	-0.3	5	0.8	13	16	-1	1.5	-13
O=C(CNC(=O)c1ccccc1F)NCc1cccnc1	6	0.8	-2.3	1	-1.5	.	0	2	2.4	.
COc1cccc(Cn2c(NCC(C)C)nc3c2c(=O)n(C)c(=O)n3C)c1	-3	0.8	0.7	.	-1.4	1	.	4	0.2	-1
CN1C(=O)COc2ccc(C(=O)c3ccccc3C(=O)O)cc21	-5	2.5	-0.2	0	-1.5	-16	.	-4	2.3	16
Cc1ccc(CNC(=O)c2ccc(N3CCC4(CC3)CC(c3ccccc3)=NO4)c(NC(=O)c3cccc(C)c3)c2)cc1	1	4.4	0.3	-5	-0.7	0	-4	-4	-0.5	0
